CHRM5 PAM: potentiates acetylcholine response at human M5 receptor; P08912; CHO-K1 hM5, Fluo-8 calcium, ACh EC20 PAM; 0% = ACh EC20, 100% = ACh EC100; activation, % at 3 µM; 360,000 tested, 0.3% active;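 active = activation above the run cutoff, the mean activation of all test compounds plus 3 SD, cut at about 18% in these data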
Target sequence (P08912 whole entry, looked up): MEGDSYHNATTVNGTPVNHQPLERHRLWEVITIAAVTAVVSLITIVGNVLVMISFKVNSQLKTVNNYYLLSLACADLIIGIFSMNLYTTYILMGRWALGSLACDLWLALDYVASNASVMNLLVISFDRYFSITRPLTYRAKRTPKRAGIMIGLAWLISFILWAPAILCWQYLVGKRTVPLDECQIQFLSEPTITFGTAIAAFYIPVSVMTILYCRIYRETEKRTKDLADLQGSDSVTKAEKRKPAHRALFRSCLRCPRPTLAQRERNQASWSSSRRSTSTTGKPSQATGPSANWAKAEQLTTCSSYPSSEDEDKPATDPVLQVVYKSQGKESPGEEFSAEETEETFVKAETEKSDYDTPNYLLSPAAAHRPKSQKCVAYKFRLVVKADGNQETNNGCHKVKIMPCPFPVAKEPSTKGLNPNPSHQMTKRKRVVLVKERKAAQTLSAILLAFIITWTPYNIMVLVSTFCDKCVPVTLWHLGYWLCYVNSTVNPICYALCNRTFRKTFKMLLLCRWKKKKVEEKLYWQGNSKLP
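Assay system: CHO-K1 hM5 cells / Incubation: Fluo-8 loading 80 min at 37 °C plus 30 min room temperature / Technique: Fluo-8 calcium dye fluorescence, kinetic read / Repeats: single replicate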
CHRM5 agonist: agonists of human muscarinic M5 receptor (CHRM5); P08912; CHO-K1 hM5 cells, Fluo-8 calcium fluorescence; 0% DMSO wells, 100% maximal acetylcholine response; activation, % at 3 µM; 360,000 tested, 0.19% active;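 active = activation above the run's mean over test compounds plus 3 SD, cut at about 23% in these data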;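 also: signal is peak over basal fluorescence ratio across the kinetic read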
TAAR1 antag: antagonists of human TAAR1 | Q96RJ0 | CHO RD-HGA16 TAAR1, Fluo-8 calcium fluorescence, antagonist | inhibition, % at 3 µM | 360,000 tested, 1.5% active | AID 624466;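 active = inhibition above a per-plate cutoff, the mean inhibition of test compounds on that plate plus 3 SD, cut at about 49% in these data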;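 also: 0% = DMSO plus EC80 beta-PEA response and 100% = DMSO alone without agonist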
Target sequence (Q96RJ0 whole entry, looked up): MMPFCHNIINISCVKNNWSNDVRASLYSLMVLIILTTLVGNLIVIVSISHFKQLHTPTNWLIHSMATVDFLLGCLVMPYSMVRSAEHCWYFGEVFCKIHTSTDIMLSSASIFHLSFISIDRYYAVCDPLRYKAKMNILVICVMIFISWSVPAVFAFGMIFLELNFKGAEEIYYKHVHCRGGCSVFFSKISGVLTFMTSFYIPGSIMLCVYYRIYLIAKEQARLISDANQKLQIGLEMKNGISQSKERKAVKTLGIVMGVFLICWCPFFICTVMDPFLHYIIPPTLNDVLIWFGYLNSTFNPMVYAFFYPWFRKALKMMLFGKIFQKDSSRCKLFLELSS
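Test system: RD-HGA16 CHO cells with stable hTAAR1 and Gα16 / Probe or stimulus: EC80 β-phenethylamine stimulus / Times: seeding 17-24 h prior, 75-min 37 °C, 30-min RT dye loading / Detection: Fluo-8 calcium-sensitive fluorescence / Read-out basis: % inhibition scaled between DMSO and EC80 PEA controls / Repeats: singlicate, one well per test compound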
CRFR2-BP ag: agonists of human CRF-binding protein/CRF-R2 receptor complex | 350,000 tested, 0.46% active | HEK293 CRF-R2/CRF-BP, calcium dye fluorescence (FLIPR); percent of saturating CRF peptide response | activation, % at 13.2 µM;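 active = activation of at least 50%, plus an integration ratio under a set limit after plate pattern correction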;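 also: plate controls were neutral control wells without compound for no effect and CRF at EC100 for full effect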
CHRM4 PAM: potentiates acetylcholine response at human M4 receptor. activation, % at 3 µM. AID 624126. CHO-K1 hM4/Gqi5, Fluo-8 calcium fluorescence, ACh EC20; 0% = ACh EC20, 100% = maximal ACh. P08173. 360,000 tested, 0.4% active;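 active = activation above its plate's cutoff, the mean activation of sample wells plus 3 SD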; also: some results filed as inactive read as strong as hits
CHRM5 antagonist: CHRM5 antagonism in calcium assay; P08912; CHO-hM5 cells, Fluo-8 calcium fluorescence, ACh EC80; inhibition, % at 3 µM; 360,000 tested, 0.59% active;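 active = inhibition above a per-plate cutoff, the mean of that plate's test compounds plus 3 SD, cut at about 27% in these data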;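 also: 0% = acetylcholine EC80 with DMSO and 100% = DMSO without agonist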
CRFR2-BP antag: CRF-BP/CRF-R2 complex antagonism; inhibition, % at 11.8 µM; HEK293 CRF-R2/CRF-BP, CRF-induced calcium fluorescence; 350,000 tested, 0.59% active; AID 588475;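 active = inhibition of the ligand-induced calcium signal above about 50% at the single tested concentration, limit read from the data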
TAAR1 ag: agonists of human TAAR1; Q96RJ0; CHO RD-HGA16 TAAR1, Fluo-8 calcium fluorescence; vehicle wells 0%, saturating PEA agonist 100%; activation, % at 3 µM; 360,000 tested, 0.99% active;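 active = activation above the mean activation of all test compounds in the run plus 3 SD, cut at about 38% in these data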
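Assay system – CHO-derived RD-HGA16 cells with stable Gα16 and human TAAR1 · Compound dosing – one-point dosing at 3 µM (nominal) · Incubation – 17-24 h seeding, 75 min 37 °C dye, 30 min RT · Measured by – kinetic Fluo-8 calcium fluorescence · Control set – DMSO vehicle as 0%, PEA at EC100 as 100% · Repeats – single well for each compound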
CHO-K1 Ca PAM: M1 PAM counterscreen hit in parental CHO-K1 cells; ATP EC20, Fluo-8 calcium fluorescence; 0% at ATP EC20, 100% at ATP max; activation, % at 3 µM; 360,000 tested, 0.02% active;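 active = activation above the run cutoff, the mean activation of all test compounds plus 3 SD, cut at about 40% in these data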;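 also: peak over basal fluorescence ratio in a 140 s read after ATP addition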
* = called active by the depositor; nt = no result given.

SMILES | CHRM5 PAM | CHRM5 agonist | TAAR1 antag | CRFR2-BP ag | CHRM4 PAM | CHRM5 antagonist | CRFR2-BP antag | TAAR1 ag | CHO-K1 Ca PAM
CCCN(CCC)c1ccc(/C=N/NC(=O)CN2CCOCC2)cc1 | 0 | -2 | nt | 1.7 | 5 | 1 | -30 | nt | 17
O=C(Nc1ccc(Oc2cccc(C(F)(F)F)c2)nc1)c1cccs1 | -10 | 1 | 13 | 4.0 | -30 | 13 | -4 | 3 | 2
COc1ccc(NC(=O)c2ccc(C(=O)Nc3ccc(OC)cc3OC)cc2)c(OC)c1 | 11 | 4 | 6 | -1.9 | 11 | -12 | -6 | 0 | 28
CC(C)(C)C(=O)Nc1ccc(C(=O)NCc2cccnc2)cc1 | 7 | 1 | 12 | -0.1 | 10 | -7 | 17 | 17 | 21
Cc1nc(-c2cccnc2)sc1C(=O)N/N=C/c1ccccc1Cl | -4 | 0 | 21 | 2.8 | -1 | 2 | -21 | 3 | 17
COc1ccc(NCc2nnc(SCC(=O)c3ccc(C)cc3)o2)cc1 | 7 | -2 | 4 | 0.3 | 1 | -5 | -2 | 10 | -5
Cc1cc(OCc2cc(C(=O)N(C)C3CCOC3)no2)cc(C)c1Cl (stereo not given) | -10 | -2 | 15 | -1.4 | -10 | 9 | 11 | 6 | 10
CCOc1ccc(Cl)cc1-c1cc(C(=O)NCc2ccccc2OC)[nH]n1 | -2 | -2 | -19 | nt | -4 | 4 | nt | 0 | 16
CC(=O)c1ccc(OC(=O)CCc2ccccc2)cc1 | -1 | -3 | 7 | 1.5 | 3 | 6 | -1 | 4 | -7
COc1cc(NC(=O)C(c2ccccc2)c2ccccc2)c(C(=O)O)cc1OC | -2 | 2 | 11 | 0.6 | 0 | 11 | 0 | -1 | 10
COC(=O)C1CCN(C(=O)COC(=O)c2cc([N+](=O)[O-])ccc2N2CCOCC2)CC1 | -9 | 0 | -14 | 0.1 | -4 | 3 | 105* | 3 | 3
COc1ccc(C2=C(Nc3ccc(F)cc3)c3ccccc3C2=O)cc1 | 0 | -3 | 21 | -1.0 | 0 | -10 | -27 | 3 | 12
COc1cccc(N2CCN(C(=S)NCc3ccco3)CC2)c1 | -8 | 0 | -17 | -2.0 | 1 | 10 | 22 | 9 | -3
Cc1ccc(-n2c(N)c(C(=O)N3CCOCC3)sc2=S)cc1 | 1 | 0 | -9 | -0.6 | 9 | -5 | 24 | 2 | 15
COc1ccc(NC(=S)N2CCC(Cc3ccccc3)CC2)cc1 | 2 | -4 | -14 | -0.5 | -7 | -6 | 10 | 0 | -4
N#C/C(=C\c1c(N2CCCCCC2)nc2ccccn2c1=O)C(=O)NCc1ccco1 | -11 | -7 | 10 | 0.0 | -17 | 16 | 4 | 3 | 14
Cc1ccc2nc(-c3ccco3)c(Cc3ccccc3)n2c1 | 2 | -4 | -26 | nt | 2 | 1 | nt | -2 | 17
COC(=O)CSc1ccsc1C(=O)O | -3 | -4 | 11 | 2.0 | 6 | 13 | 6 | 1 | 18
COc1cc(Nc2ccc(S(N)(=O)=O)cc2)c([N+](=O)[O-])nc1[N+](=O)[O-] | -2 | -4 | 0 | 0.4 | -4 | 12 | 0 | -1 | -21
CC(C)C[C@@H]1CN(CCCC[C@H]2CNC(=O)C(=O)N2CCC2CCCCC2)C(=O)C(=O)N1CC1CCCCC1 | 0 | 1 | -14 | nt | 6 | 4 | nt | 0 | 10
COC(=O)C[C@H]1c2cc(C(F)(F)F)ccc2S(=O)(=O)N1c1ccc(N(C)C)cc1 | 0 | 1 | 14 | 1.0 | 17 | 13 | -3 | 0 | 22
CN(C(=O)COC(=O)CNC(=O)c1ccccc1Cl)c1ccccc1 | 2 | -3 | -3 | 2.9 | 3 | 4 | -11 | 4 | 7
Cc1nc2ccc(NS(=O)(=O)c3c(C)c(C)cc(C)c3C)cc2s1 | -9 | -1 | 13 | 0.5 | -5 | 0 | -5 | 23 | 15
COC(=O)CN=Cc1c(O)n(-c2ccc(Cl)cn2)c(=O)c2ccccc12 | 6 | 4 | -17 | 0.0 | 1 | -1 | 3 | 2 | 0
CCCCOc1cccc(C(=O)NC(=S)Nc2cccc(C(F)(F)F)c2)c1 | 1 | -3 | -23 | 2.4 | 4 | -5 | -86 | 1 | 20
Nc1nc2ccc(S(=O)(=O)c3ccc4nc(N)sc4c3)cc2s1 | 4 | 4 | -1 | -1.4 | 6 | -9 | 12 | 2 | 17
O=C(N/N=C/c1ccc(Cl)cc1)c1nc2ccc([N+](=O)[O-])cc2c(=O)[nH]1 | -5 | -2 | -16 | -0.3 | 1 | 2 | 9 | 6 | -1
C=CC[C@H](CC(=O)NCCO)C(=O)N[C@@H](C)COC(=O)[C@@H](CC=C)CC(=O)OC(C)(C)C | 6 | 1 | -9 | 0.2 | -2 | 6 | 4 | 9 | -17
Cc1ccc(S(=O)(=O)N(C)C[C@@H]2Oc3ccc(NC(=O)CCC(F)(F)F)cc3CC(=O)N([C@@H](C)CO)C[C@@H]2C)cc1 | 1 | -5 | 6 | 2.5 | -14 | 14 | -7 | 6 | 21
COc1ccc(NC(=O)c2ccc(-n3cncn3)c([N+](=O)[O-])c2)cc1 | -1 | -1 | 18 | -1.0 | -8 | 6 | 28 | 0 | -9
O=C(N/N=C/c1cccc(O)c1)C(=O)N1CCCCCC1 | -4 | -3 | -19 | -0.2 | 2 | 1 | 12 | 14 | -2
CCn1c(COc2ccccc2OC)nnc1SCC#N | -6 | -1 | -4 | -0.2 | 6 | 10 | -4 | 1 | 19
O=[N+]([O-])c1cccc(-c2noc(-c3ccco3)n2)c1 | -2 | -2 | -8 | -3.3 | -16 | 5 | 43 | -1 | 8
CCOc1ccccc1NC(=O)C(CC)Sc1nc2ccncc2[nH]1 (stereo not given) | 5 | -4 | -71 | -1.0 | 6 | -9 | 5 | -3 | 5
O=C(Nc1ccc(Cl)cc1)OCc1ccccn1 | -18 | 5 | 12 | -2.9 | -12 | 20 | 29 | 9 | -1
COc1cc(/C(C#N)=C/c2cccc3ccccc23)c([N+](=O)[O-])cc1OC | -1 | -2 | 0 | -0.3 | 14 | 3 | -13 | 6 | 21
COc1cc(CN2CCN(C(=O)c3ccc(-c4ccccc4)cc3)CC2)cc(OC)c1OC | 1 | 5 | -9 | -1.9 | 17 | 0 | 21 | -2 | 7
CCCS(=O)(=O)N1CCC(C(=O)NCc2ccc3c(c2)OCO3)CC1 | -4 | -1 | 22 | -1.2 | 4 | -3 | 0 | -1 | 12
COc1ccc(NC(=O)C(=O)NCCC2CCCCN2S(=O)(=O)c2ccccc2)cc1 (stereo not given) | 5 | 0 | -14 | -1.5 | 11 | -4 | 4 | -2 | 11
O=C(O)CC12CC3CC(C1)CC(n1ncc(NCc4ccccc4)c(Cl)c1=O)(C3)C2 | 5 | 0 | -26 | -0.8 | 2 | -1 | -6 | 4 | 22

A second format for four compounds above.
molecule	CHRM5 PAM	CHRM5 agonist	TAAR1 antag	CRFR2-BP ag	CHRM4 PAM	CHRM5 antagonist	CRFR2-BP antag	TAAR1 ag	CHO-K1 Ca PAM
Nc1nc2ccc(S(=O)(=O)c3ccc4nc(N)sc4c3)cc2s1	4	4	-1	-1.4	6	-9	12	2	17
O=C(N/N=C/c1ccc(Cl)cc1)c1nc2ccc([N+](=O)[O-])cc2c(=O)[nH]1	-5	-2	-16	-0.3	1	2	9	6	-1
C=CC[C@H](CC(=O)NCCO)C(=O)N[C@@H](C)COC(=O)[C@@H](CC=C)CC(=O)OC(C)(C)C	6	1	-9	0.2	-2	6	4	9	-17
Cc1ccc(S(=O)(=O)N(C)C[C@@H]2Oc3ccc(NC(=O)CCC(F)(F)F)cc3CC(=O)N([C@@H](C)CO)C[C@@H]2C)cc1	1	-5	6	2.5	-14	14	-7	6	21

(next part)
SMILES | CHRM5 PAM | CHRM5 agonist | TAAR1 antag | CRFR2-BP ag | CHRM4 PAM | CHRM5 antagonist | CRFR2-BP antag | TAAR1 ag | CHO-K1 Ca PAM
Cc1cc(S(=O)(=O)NCC(C)C)ccc1OCC(=O)NC1CC1 | -1 | -3 | -24 | -1.0 | -1 | 8 | -4 | 1 | 2
OC(c1cccnc1)c1nc(/C=C/c2ccc(C(F)(F)F)cc2)cs1 (stereo not given) | -1 | 1 | -3 | nt | 5 | 0 | nt | 2 | 12
Cc1ccccc1C(=O)N/C(=C/c1ccc(-c2cccnc2Cl)o1)C(=O)NCCCN1CCN(C)CC1 | 4 | -8 | -6 | -1.4 | 0 | -2 | 8 | 4 | 19
Cc1cc(C#N)c2ccccc2n1 | -2 | 0 | -30 | 0.0 | 3 | 1 | 11 | 6 | -5
CC(=O)Nc1ccc(OCc2nnc(-c3ccc(Cl)cc3)o2)cc1 | 0 | 3 | 18 | -0.3 | -5 | -1 | 2 | 2 | 12
c1ccc(-c2ccc(-c3nc(-c4cccnc4)no3)cc2)cc1 | -9 | -2 | -6 | -0.2 | -5 | 12 | 12 | -2 | 17
COc1cc(NC(=O)CSc2nc3c(c(=O)n(C)c(=O)n3C)n2C)cc(OC)c1 | 3 | -2 | -1 | -1.7 | 4 | 6 | -1 | -2 | 18
CCOc1cc(S(=O)(=O)NCc2ccccn2)ccc1Cl | -2 | 4 | -3 | -1.0 | 2 | 0 | 11 | 3 | 10
CCC(=O)Nc1nc2nc(C)cc(=O)n2[nH]1 | 5 | 0 | 1 | 1.9 | 9 | -7 | 7 | -1 | 18
N#Cc1cc([N+](=O)[O-])ccc1Oc1ccc(-c2nnco2)cc1 | -2 | -4 | -19 | 1.5 | -11 | 5 | 9 | 4 | -23
Cn1c2ccccc2n2c(=O)c(=O)n(CC(=O)c3ccc(Cl)cc3)nc12 | -3 | 1 | 5 | 1.8 | 9 | -3 | -18 | 1 | 18
Cc1nc(C)c(C(=O)OCC(=O)Nc2cccc(C)c2C)s1 | 0 | 5 | -2 | 0.7 | -1 | 2 | 3 | 6 | -1
COc1ccc(CC2(CO)CCN(S(=O)(=O)c3cccc4cccnc34)CC2)cc1 | -11 | 9 | 16 | 0.2 | -7 | -6 | 4 | 10 | 7
CS(=O)(=O)Nc1ccccc1-c1cccc2nccn12 | -1 | 0 | 4 | nt | -1 | 7 | nt | 1 | 15
CCC(C)N1C(=O)CCC1C(=O)N1CCN(c2ccc(F)cc2)CC1 (stereo not given) | -2 | 1 | 0 | 3.9 | -4 | 5 | 11 | 8 | 5
Cc1ccc(SC[C@H](c2ccccc2)N2CCN(CCc3ccccc3)CCC2=O)cc1 | -10 | -5 | 31 | 1.8 | -7 | 19 | 9 | 10 | -7
Cn1c(=O)c2c(nc(CN3CCc4ccccc4C3)n2Cc2ccc(F)cc2)n(C)c1=O | -9 | -4 | -1 | -1.3 | 1 | 22 | -5 | 9 | 11
Cc1ccsc1C(=O)OCC(=O)Nc1cccc(S(=O)(=O)N2CCCCC2)c1 | 0 | 2 | 15 | 1.0 | -3 | 0 | 14 | 2 | 5
COc1ccc2cc(C(N)=O)c(=Nc3ccccc3)oc2c1 | 0 | -2 | -9 | 0.3 | 2 | -2 | -23 | 0 | 21

This is a random part of the collection, and some 4.2% of all compounds hit somewhere here.
